# Screening data deposited in PubChem by Emory University Molecular Libraries Screening Center.
# 14-3-3g Raf = modulators of human 14-3-3 gamma - Raf peptide interaction. P61981. FP, 14-3-3gamma / TMR-pS259-Raf peptide binding. inhibition, % at 40 µM. 0.19% of 160,000 active; in the data active means inhibition above about 30%;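 further: 0% = protein plus tracer without compound and 100% = blank with tracer alone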
# Target sequence (P61981 whole entry, looked up): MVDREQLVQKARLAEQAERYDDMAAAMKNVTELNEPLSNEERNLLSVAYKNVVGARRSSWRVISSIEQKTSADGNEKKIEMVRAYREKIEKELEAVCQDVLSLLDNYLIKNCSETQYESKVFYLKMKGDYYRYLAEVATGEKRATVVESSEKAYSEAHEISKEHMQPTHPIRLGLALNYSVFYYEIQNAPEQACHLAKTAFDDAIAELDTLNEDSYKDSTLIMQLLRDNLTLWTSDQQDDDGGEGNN
# Starred values were filed as active, the others as inactive; & = joins results of further samples. An excerpt, so the mix of outcomes need not match the whole.
14-3-3g Raf | SMILES
-2 | CC(C)Cc1ccc(C(C)C(=O)NC(C)Cc2c[nH]c3ccccc23)cc1 (configuration not stated)
-1 | O=C(O)C1C2C=CC3(O2)C1C(=O)N1c2ccccc2COC13 (configuration not stated)
-23 | CC(=O)N1CCc2cc(S(=O)(=O)NC(Cc3ccccc3)C(=O)Nc3ccc(C)c(C)c3)ccc21 (configuration not stated)
-6 | Cc1ccc(Nc2ncc(C(=O)Nc3cnc4ccccc4c3)c3ccccc23)cc1Cl
-2 | Cc1cccc(CS(=O)(=O)Cc2ccc(C(=O)NC(C)c3ccccc3)o2)c1 (configuration not stated)
-7 | COc1ccc2nc(N3CCC(C(=O)NCCCN4CCC(C)CC4)CC3)sc2c1
-6&-7 | COc1ccc(-c2nc3cnccn3c2Nc2ccc3c(c2)OCO3)cc1
-118 | CCOC(=O)c1c(N=c2oc3ccc(OC)cc3cc2C(=O)Nc2ccccc2OC)sc(C)c1C
-20 | CSc1cccc(-n2cc(-c3cc4ccccc4oc3=O)[nH]c2=S)c1
-2 | Cc1cccc(C(=O)Nc2sc3c(c2C(=O)N(C)C)CCC3)c1
-16 | COc1cc(C2C=C(c3ccc(F)cc3)Nc3nnnn32)ccc1OC(F)F (configuration not stated)
-6 | CC(NC(=O)c1cccs1)C(c1cccs1)N1CCN(c2ccccc2)CC1 (configuration not stated)
-3 | C=C(C)Cn1c(-c2ccc(OC)cc2)nc2ccccc21
-9 | Cc1cc(C)n(C(=O)CNC(=O)COc2ccccc2C)n1
-7 | COC(=O)c1ccc(C2NC(=O)CS2)cc1 (configuration not stated)
-8 | Cc1cccn2c(=O)c3cc(C(=O)N(CC(C)C)CC(C)C)sc3nc12
-8 | COc1ccc(CC(=O)Nc2ccc(-c3noc(-c4ccc(Cl)cc4)n3)cc2)cc1
1 | Cn1c(NC(=O)C2CCCC2)cc(=O)n(C)c1=O
0 | CCOC(=O)c1sc(/N=C/N(C)C)c(C(=O)OCC)c1C
6 | CCCn1c(-c2ccc(F)cc2)n[nH]c1=S
4 | CCOC(=O)c1ccc(N2C(=O)CC(NC3CCN(C(=O)c4cccc(Cl)c4)CC3)C2=O)cc1 (configuration not stated)
2 | O=c1ccc(=O)n2n1CC(O)C2
-2 | Cn1c(SCC(=O)N2CCN(c3ccccc3)CC2)nnc1-c1c[nH]c2ccccc12
-12 | O=C(CN1N=C(c2ccccc2)CCC1=O)N1CCCCC1
-4 | Nc1cnn(C2CCCO2)c(=O)n1 (configuration not stated)
-12 | Cc1cccc(C(=O)OCC(=O)Nc2ccc(N3CCCCC3)cc2)c1O
-5&-23 | O=C(NCCCN1CCOCC1)c1cc(-c2ccc(Br)cc2)on1
-6 | O=C(Nc1ccc(Cl)cc1)C1CCC(CNS(=O)(=O)c2ccc(Br)s2)CC1 (configuration not stated)
-2 | CSc1nsc(SCc2cnc(C)nc2N)n1
-10 | CCOc1ccccc1-n1c(SCC(N)=O)nc2ccccc2c1=O

# The last 4 compounds of the section before are carried over, then new ones follow.
14-3-3g Raf | SMILES
-5&-23 | O=C(NCCCN1CCOCC1)c1cc(-c2ccc(Br)cc2)on1
-6 | O=C(Nc1ccc(Cl)cc1)C1CCC(CNS(=O)(=O)c2ccc(Br)s2)CC1 (configuration not stated)
-2 | CSc1nsc(SCc2cnc(C)nc2N)n1
-10 | CCOc1ccccc1-n1c(SCC(N)=O)nc2ccccc2c1=O
0 | COc1cccc2cc(NC(=O)c3ccc(Cl)cc3)c(=O)oc12
-2 | O=C(CSc1nnc(-c2cccnc2)n1Cc1ccccc1)Nc1ccccc1Cl
2 | O=C(O)C1CCCCC1C(=O)Nc1nccs1 (configuration not stated)
-7 | CC1(C)CC(=O)c2cc(OCC(=O)NCCCN3CCCC3)ccc2O1
-3 | CCCC(=O)C1=C(O)C(C(=O)OC)C(C)(C)CC1=NC (configuration not stated)
-17&-14 | O=C(Nc1ccc2oc(-c3ccccc3)nc2c1)c1cccnc1
-7 | O=C(CN(Cc1ccccc1)S(=O)(=O)c1ccc(Br)cc1)NCc1ccccn1
2 | O=C(NCC1CCCO1)C1c2ccccc2C(=O)N1Cc1cccs1 (configuration not stated)
-3 | CCCCCOc1ccc(NS(C)(=O)=O)cc1
-37 | COc1ccc(C)cc1NS(=O)(=O)c1ccc2c(c1)CCN2C(=O)C1CC1
-11 | CCOC(=O)c1ccc(NC(=O)C2CC(=O)N=C(N)S2)cc1 (configuration not stated)
-65 | CCCSc1nnc2c(n1)OC(c1ccsc1)Nc1ccc(Br)cc1-2 (configuration not stated)
-4 | O=C(COc1ncnc2ccccc12)N1CCN(C(=O)c2ccco2)CC1
10 | CCOc1ccccc1C1CC(c2ccc(I)cc2)Nc2ncnn21 (configuration not stated)
-6 | CN1C(=O)c2ccccc2C(C(=O)N2CCCC2)C1c1c[nH]c2ccccc12 (configuration not stated)
3 | CCN(CC)Cc1c(C)[nH]c2ccc(C)cc2c1=O
1 | CCc1c(C(=O)c2ccccc2)oc2ccc3c(C)cc(=O)oc3c12
-301 | COc1ccc(C2=NN(S(C)(=O)=O)C(c3cc4cc(OC)ccc4nc3Cl)C2)cc1 (configuration not stated)
-4 | Cc1ccc(OCCN2C(=O)c3ccccc3C2=O)c(C)c1
0 | CCOc1ccc(S(=O)(=O)N(CC(=O)Nc2ccccc2)c2ccccc2)cc1

# Overlap with the part before: four entries; new compounds follow.
14-3-3g Raf | SMILES
1 | CCc1c(C(=O)c2ccccc2)oc2ccc3c(C)cc(=O)oc3c12
-301 | COc1ccc(C2=NN(S(C)(=O)=O)C(c3cc4cc(OC)ccc4nc3Cl)C2)cc1 (configuration not stated)
-4 | Cc1ccc(OCCN2C(=O)c3ccccc3C2=O)c(C)c1
0 | CCOc1ccc(S(=O)(=O)N(CC(=O)Nc2ccccc2)c2ccccc2)cc1
2 | N#CCCn1nc(-c2ccccc2)cc1-c1ccccc1
2 | O=C(CN1C(=O)NC2(CCCC2)C1=O)Nc1cccc(-c2nnc3n2CCCCC3)c1
-5 | COc1ccc(C)cc1-n1cnc2cc(C(=O)NCc3ccc(F)cc3)ccc21
-3 | O=C(O)c1cccc(NCc2cccc(OCc3ccccc3)c2)c1
-7 | Cc1ccc(C(=O)COc2cccc(NC(=O)c3ccco3)c2)cc1
-1 | CCOC(=O)N1CCN(S(=O)(=O)c2ccc3c(c2)SCC(=O)N3)CC1
1 | O=C(NCCCN1CCOCC1)C1CC(=O)N(C2CCCCC2)C1 (configuration not stated)
-3 | CC1CCCC(C)N1CCNC(=O)C1CCN(S(=O)(=O)N2CCCCC2)CC1 (configuration not stated)
-3 | CCN1C(=O)c2ccccc2Sc2ccc(C(=O)NCc3ccccc3Cl)cc21
4 | O=C(Cc1ccccc1)NC(c1ccccc1Cl)c1ccc2cccnc2c1O (configuration not stated)
2 | Cc1cc2oc(=O)c3c(c2c2occ(-c4ccc(Br)cc4)c12)CCC3
-14 | O=C(c1ccccc1)c1ccc2nc(N3CCCCC3)c3nncn3c2c1
-1 | CCCCc1nc(SCC(=O)Nc2cc(C)on2)n[nH]1
26 | COc1ccc(-n2c(=S)[nH]c3cc(C(=O)N(C)Cc4ccccc4)ccc3c2=O)cc1OC
-12 | COC(=O)C1=CN(CC2CCCO2)C=C(C(=O)OC)C1c1cccc(F)c1 (configuration not stated)
2 | COCCCN1CN(CCc2ccccc2)CNC1=S
7 | COc1ccc(-c2nnc(SCC(=O)N3CCCCC3)o2)cc1
1 | O=S(=O)(NCCC12CC3CC(CC(C3)C1)C2)c1cccc2nsnc12
-7 | Nc1cc(=O)nc(SCC(=O)Nc2ccc(Cl)cn2)n1-c1ccccc1
17 | CC1=C(C(=O)OC(C)C)C(c2ccc(C)cc2)C(C(=O)OC(C)C)=C(C)N1
-23 | Cc1ccc(S(=O)(=O)c2nc(-c3ccco3)oc2SCC(=O)NC2CCCCC2)cc1
-3&2 | O=C(Nc1cccnc1)c1coc(=O)c2ccccc12
-8 | Cc1ccc(N2C(=O)C3C4c5ccccc5C(C)(c5ccccc54)C3C2=O)c([N+](=O)[O-])c1 (configuration not stated)
-16 | CSc1nc(N)nc(SCC(=O)Nc2ccccc2C)c1C#N
1 | CCC1Oc2ccccc2N(CC(=O)NCCCOC)C1=O (configuration not stated)
-4 | COc1ccc2c(c1)cc1n2CCN=C1N
-27 | COc1ccc(OC)c(C2NC(=O)c3c(sc4c3CCN(C)C4)N2)c1 (configuration not stated)
-38 | Cc1ccc2nc(-c3ccccc3)cc(C(=O)Nc3ccccc3C)c2c1
0 | CCOC(=O)c1c(N2CCN(c3ccccc3)CC2)cc(C)nc1C
-48 | COc1ccc(Cl)cc1NC(=O)c1c(NCc2cccs2)sc2c1CCC2

# Arranged by molecular weight (low to high): some entries from above.
14-3-3g Raf | SMILES
-4 | COc1ccc2c(c1)cc1n2CCN=C1N
-5 | COc1ccc(C)cc1-n1cnc2cc(C(=O)NCc3ccc(F)cc3)ccc21
-6 | Cc1ccc(Nc2ncc(C(=O)Nc3cnc4ccccc4c3)c3ccccc23)cc1Cl

# Next structures:
14-3-3g Raf | SMILES
-9 | O=C(CC12CC3CC(CC(C3)C1)C2)N1CCN(c2ccc(F)cc2)CC1
-5 | CC1=C(C(=O)NCCCOC(C)C)C2(CCC(C)CC2)OC1=O (configuration not stated)
-2 | Cc1cc(C)c2nc(N3CCC(C(=O)N4CCCC4)CC3)sc2c1
-9 | COc1cc(Br)cc(C=Cc2ccc3cccc(OC(C)=O)c3n2)c1OC(C)=O
-2 | COc1ccc(S(=O)(=O)N2CCC(C(=O)N3CCC(C)CC3)CC2)cc1OC
2 | N#Cc1c(C(F)(F)F)cc(-c2cccs2)nc1SCC(=O)OCc1ccccc1
-8 | COC(=O)C1=C(C)NC2=C(C(=O)CC(c3cccs3)C2)C1c1cccs1 (configuration not stated)
-81 | COc1ccc(Nc2cc(C(=O)NCc3ccc(Cl)cc3)c3ccccc3n2)c(OC)c1
-2 | Clc1cccc(OCCn2cncn2)c1Cl
-5 | CCN(CC)CCCn1c(=S)[nH]c2ccccc2c1=O
6 | Cc1[nH]nc(-c2ccc(OC(C)C)cc2O)c1-c1ccccc1
-1 | COC(=O)C1=C(C)NC(=O)NC1c1cc2c(cc1Br)OCO2 (configuration not stated)
-5 | CC1=C(C(=O)OCCc2ccccc2)C(c2ccccc2F)C2=C(CC(c3cccs3)CC2=O)N1 (configuration not stated)
-1 | CCC(=O)N1CCc2cc(S(=O)(=O)NC(Cc3ccccc3)C(=O)NC3CCCC3)ccc21 (configuration not stated)
6 | O=C1C(=O)N(CCN2CCOCC2)C(c2ccc(F)cc2)/C1=C(\O)c1ccc(S(=O)(=O)N2CCOCC2)cc1 (configuration not stated)
-23 | Cc1ccc(NC(=O)c2c(C)nn(-c3ccccc3)c2Cl)c(C)c1
-5 | c1ccc(-c2nc3ccccc3s2)nc1
-12 | Cn1cccc1Cc1nnc(SCC(=O)N2CCc3ccccc32)n1-c1ccc(F)cc1
2 | COc1ccc2nc(NS(=O)(=O)c3ccc(Cl)cc3)sc2c1
-6 | CC(C)(C)c1ccc(OCCSc2nc3ccccc3n2CC(N)=O)cc1
4 | CC(C)c1nc2oc3c(NCC4CCCO4)ncnc3c2c2c1COC(C)(C)C2 (configuration not stated)
-9 | C=CCn1cc(F)c(=O)[nH]c1=O
-4 | O=c1c2c3c(sc2[nH]c(=S)n1Cc1ccccc1)CCCCC3
-1 | CCCCN(C)S(=O)(=O)c1ccc(C(=O)Nc2nnc(-c3ccccc3Cl)o2)cc1
-11 | COc1cc(CSc2nnnn2-c2ccc(C)cc2)cc(OC)c1OC
-27 | CCOC(=O)c1cc2c(=O)n3ccccc3nc2n(C(C)C)c1=NC(=O)c1cccc(OC)c1
-11 | COc1ccc(OC)c(C(=O)CC2OC(=O)c3ccccc32)c1 (configuration not stated)
0 | CC(C)OCCCNC(=O)Cc1ccc(-n2c(=O)[nH]c3ccccc3c2=O)cc1
-3 | COc1ccc(-c2c3c(=O)n(C)c(=O)n(C)c3c3c(-c4ccccc4)cc(C)nn23)cc1
-4 | Cc1c(C(=O)O)oc2ccc(S(=O)(=O)NC3CCCCC3)cc12
-5 | Cc1ccc(N2CC(C(=O)NCCC(C)C)CC2=O)cc1 (configuration not stated)
-54 | CCn1c2ccccc2c2cc(NC(=O)CN3CCN(S(=O)(=O)c4cccc([N+](=O)[O-])c4)CC3)ccc21
-4 | N#Cc1cc(Oc2ccc(Cl)cc2)c(N2CCOCC2)cc1C#N
-4&2 | COc1ccc(CN2CC(C(=O)NCCN3CCOCC3)CC2=O)cc1 (configuration not stated)
1 | O=S(=O)(c1cccs1)N1CCN(Cc2nc3ccccc3s2)CC1
-8 | COc1ccc(S(=O)(=O)Nc2ccc(-c3csc(C)n3)cc2)cc1
4 | CC(=O)n1c2c(c3cc(C)ccc31)CCCC2=O
-8 | Cc1ccc(C2Nc3ccccc3NC3=C2C(=O)CC(c2ccc4c(c2)OCO4)C3)s1 (configuration not stated)
-6 | O=C(CCS(=O)(=O)Cc1ccccc1F)NCc1ccc(F)cc1
6 | CC1CCN(CCCN)CC1
0 | O=C(NCCSc1c[nH]c2ccccc12)c1ccc(Br)cc1
-23 | O=C1c2ccc3c4c(ccc(c24)C(=O)N1Cc1ccccc1)CC3
-26 | COC(=O)c1cc2c(s1)CN(C1CCC(C)CC1)C2 (configuration not stated)
-72 | CCOC(=O)c1c(N2C(=N)SCC2=O)sc2c1CCC(C(C)(C)C)C2 (configuration not stated)
3 | CCC(C)NC(=O)c1ccccc1NC(=O)CN1C(=O)c2ccccc2S1(=O)=O (configuration not stated)
-2 | O=C(COc1ccccc1Cl)N1CCN(c2ccc(F)cc2)CC1
-6 | Cn1c(=O)[nH]c(=O)c2[nH]c(CN3CCN(Cc4ccccc4)CC3)nc21
-110 | Cc1ccc(C(=O)Nc2ccc(-c3noc(-c4ccc(Br)o4)n3)cc2)cc1[N+](=O)[O-]
-2 | COc1ccccc1NC(=O)COc1ccc(Br)c(C)c1
-10 | Cc1ccc(NC(=O)c2ccc(Br)o2)cc1Cl
